High-throughput results deposited in PubChem BioAssay by several laboratories.
procasp7 counter: procaspase-7 activators, primary screen, counter-screen for procaspase-3 activator project, biochemical, absorbance, HTS, human; actives 0.093% (n = 330,000); Caspase-7 (Homo sapiens), P55210; AID 463210, 2010; recombinant procaspase-7, Ac-DEVD-pNA absorbance 405 nm; D23A/D198A/D206A triple mutant, cannot self-cleave; scale: DMSO 0, 5 µM enzyme 100; activation, % at 8.5 µM;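 active means percent activation above the screen-wide mean plus 3 SD, cut at about 25% in these data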
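Material: Procaspase-7 triple mutant (PC-7 D3A) | Quantity: 2 µM procaspase-7 mutant as dispensed | Reagent: DEVD-pNA substrate | Times: 1 h preincubation, 2 h reaction | Technique: 405 nm absorbance of p-nitroaniline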
LAP4 TOR yeast: modulators of LAP4-GFP expression in yeast, primary screen, S. cerevisiae, multiplex flow cytometry, MLPCN library; actives 0.34% (n = 320,000); GFP response vs DMSO, % at 10 µM; AID 2023, 2009; 3 h; median GFP as percent of DMSO wells;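 active means GFP response vs DMSO above a set limit, about the screen mean plus 3 SD, cut at about 150% in these data; inconclusive means under 70 cell events counted for the yeast strain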
GASC-1 inh: inhibitors of GASC-1 histone demethylase, primary screen, biochemical, fluorescence, DELFIA europium; inhibition, % at 2.35 µM; AID 2099, 2009; actives 0.069% (n = 330,000); Lysine-specific demethylase 4C (Homo sapiens), Q9H3R0; GST-JMJD2C(1-420) H3K9me3 demethylation;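 active means more than half of a compound's replicate wells show inhibition beyond 50%, single wells judged on their own value; inconclusive means some, but no more than half, of replicates pass 50% inhibition; inactive means no replicate passes 50% inhibition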;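 further: signal counts dimethyl H3K9 product captured on neutravidin plate; 0% = median of DMSO wells and 100% = 0.3 times that DMSO median; strong numbers were not always called active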
MEP2 TOR yeast: modulators of MEP2-GFP levels in yeast, primary screen, S. cerevisiae, multiplex flow cytometry, MLPCN library; GFP response vs DMSO, % at 10 µM; S. cerevisiae MEP2-GFP strain, 3 h; 100% = DMSO control level; actives 0.51% (n = 330,000);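 active means GFP response versus DMSO above a set limit, roughly screen mean plus 3 SD, cut at about 180% in these data; inconclusive means fewer than 70 cells counted for a yeast strain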;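 further: median GFP fluorescence of the barcode-gated MEP2-GFP cells per well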
AHR act: AHR activators, primary screen, cell-based, luminescence, luciferase reporter, human; Aryl hydrocarbon receptor (Homo sapiens), P35869; AHR-responsive luciferase reporter cells; activation, % at 5 µM; actives 2.5% (n = 320,000); in the data active means activation above about 47%;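 further: 0% = vehicle wells and 100% = reference agonist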
Target sequence (P35869 whole entry, looked up): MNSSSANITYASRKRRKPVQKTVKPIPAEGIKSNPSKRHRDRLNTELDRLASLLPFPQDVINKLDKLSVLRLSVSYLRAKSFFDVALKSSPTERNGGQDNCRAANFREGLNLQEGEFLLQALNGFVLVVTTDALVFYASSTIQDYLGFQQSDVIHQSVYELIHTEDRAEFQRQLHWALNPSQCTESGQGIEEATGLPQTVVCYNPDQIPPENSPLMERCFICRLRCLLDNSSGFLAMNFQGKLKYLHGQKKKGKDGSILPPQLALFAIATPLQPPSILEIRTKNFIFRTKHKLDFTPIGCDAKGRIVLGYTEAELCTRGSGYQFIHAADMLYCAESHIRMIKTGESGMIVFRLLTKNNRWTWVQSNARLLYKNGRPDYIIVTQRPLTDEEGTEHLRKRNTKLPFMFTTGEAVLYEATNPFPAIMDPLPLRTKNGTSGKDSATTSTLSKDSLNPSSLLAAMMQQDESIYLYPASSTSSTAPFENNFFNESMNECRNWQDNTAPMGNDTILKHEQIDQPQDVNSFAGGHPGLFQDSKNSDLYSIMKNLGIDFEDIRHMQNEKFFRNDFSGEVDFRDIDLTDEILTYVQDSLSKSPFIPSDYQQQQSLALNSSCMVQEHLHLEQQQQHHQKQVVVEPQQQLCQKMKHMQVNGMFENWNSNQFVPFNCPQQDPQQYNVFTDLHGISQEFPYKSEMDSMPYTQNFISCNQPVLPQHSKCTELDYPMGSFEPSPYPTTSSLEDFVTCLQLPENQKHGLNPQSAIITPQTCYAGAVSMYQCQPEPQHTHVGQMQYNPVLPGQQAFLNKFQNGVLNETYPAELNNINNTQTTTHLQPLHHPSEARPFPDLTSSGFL
RPL19A TOR yeast: RPL19A-GFP expression modulators in yeast, primary screen, cell-based, S. cerevisiae, multiplex flow cytometry, MLPCN | percent response vs DMSO, % at 10 µM | actives 0.3% (n = 330,000) | S. cerevisiae RPL19A-GFP strain, 3 h; stronger effect = lower value | AID 2025, 2009;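 active means percent response vs DMSO below 50%; inconclusive means fewer than 70 events counted for the yeast strain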;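 further: median channel GFP fluorescence of the barcoded RPL19A-GFP strain; ratio of sample median GFP to plate DMSO average so 100% = DMSO; lower means less RPL19A-GFP as with rapamycin TOR inhibition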
CR mimetic SO: reduction of superoxide in aged yeast, primary screen, HTS; superoxide response (% of plate mean), % at 10 µM; S. cerevisiae aged cells, superoxide DHE fluorescence; stronger effect = lower value; actives 0.18% (n = 330,000);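 active means superoxide response under a set limit, about three screen SD below normal, cut at about 65% in these data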;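 further: yeast aged for seven days with compound at 30 °C before DHE staining; 100% = average MFI of all compound-treated wells on the plate with controls excluded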
procasp3 activ: activators of human procaspase-3 D3A mutant, primary screen, biochemical, absorbance, PC-3 D3A mutant, single concentration | Caspase-3 (Homo sapiens), P42574 | recombinant procaspase-3 D3A, Ac-DEVD-pNA absorbance 405 nm | activation, % at 8.5 µM | actives 0.11% (n = 330,000);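 active means activation above the mean of all tested compounds plus 3 SD, cut at about 21% in these data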;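 further: 0% = DMSO alone and 100% = DMSO wells spiked with extra 5 µM PC-3 D3A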
Target sequence (P42574 whole entry D9A/D28A/D175A): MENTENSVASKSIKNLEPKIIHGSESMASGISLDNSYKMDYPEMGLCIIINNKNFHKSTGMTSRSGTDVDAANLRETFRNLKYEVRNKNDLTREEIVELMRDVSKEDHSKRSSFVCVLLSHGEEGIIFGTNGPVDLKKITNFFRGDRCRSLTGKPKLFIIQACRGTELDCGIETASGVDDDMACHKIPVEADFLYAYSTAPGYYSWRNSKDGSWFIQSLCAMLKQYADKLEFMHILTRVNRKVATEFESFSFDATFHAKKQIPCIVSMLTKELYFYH
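Test system: Procaspase-3 D3A mutant, all three cleavage aspartates alanine | Dosing: Single dose, 8.5 µM nominal compound, 0.8% DMSO | Schedule: 1 h preincubation, 2 h reaction | Technique: 405 nm absorbance of p-nitroaniline, reads at 0 and 120 min | Repeats: One well per compound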
Active calls of the source: *; u = inconclusive; x = not tested or not shown; & = joins results of further samples.

SMILES	procasp7 counter	LAP4 TOR yeast	GASC-1 inh	MEP2 TOR yeast	AHR act	RPL19A TOR yeast	CR mimetic SO	procasp3 activ
O=C(NC(=S)Nc1ccc2cn[nH]c2c1)c1ccccc1	-12	101	-4	98	84*	90	100	-5
CN(CC(=O)Nc1cccc([N+](=O)[O-])c1)S(=O)(=O)c1ccccc1	0	97	-11	104	5	101	110	5
Nc1[nH]nc2c1NN(c1ccc(Cl)cc1Cl)N2	-6	116	-4	115	75*	110	116	-19
CN(C(=O)COC(=O)c1ccc2[nH]c3c(c2c1)CCCC3)C1CCS(=O)(=O)C1 (centres undefined)	2	97	-4	113	-3	114	94	-3
O=C(Nc1ccc(-c2csc(Nc3ccccc3)n2)cc1)c1cc([N+](=O)[O-])cc(C(F)(F)F)c1	8	135	-5&67	93	23	99	115	-8
CC1CCN(CCCNC(=O)C2CC(=O)N(CCc3ccccc3)C2)CC1 (centres undefined)	5	98	-3	99	1	98	102	1
CC(=O)Oc1ccc(N2C(=O)[C@@H]3[C@H](C2=O)[C@H]2c4ccccc4C=NN2[C@@H]3C(C)=O)cc1	9	115	2	96	2	96	108	8
Cc1cc(Cl)ccc1NC(=S)NCc1ccccc1	-10	78	-25	u	1	86	80	7
CC1(C)CC2CC(C)(CN2Cc2c(O)ccc3ccccc23)C1 (centres undefined)	-31	99	2	104	33	106	112	-20
COc1cc(=O)[nH]c(SCc2c(F)c(F)c(F)c(F)c2F)n1	7	109	-3	99	1	97	101	7
CCOC(=O)CCCc1c[nH]c2ccccc12	-6	104	0	100	3	92	93	6
O=C1/C(=C/c2cccnc2)SC(=NCc2ccccc2)N1Cc1ccccc1	4	102	-44	108	0	102	111	0
Cc1cc(-n2cc(Br)c(=O)[nH]c2=O)nc(-c2ccccc2)n1	4	102	-10	101	6	98	105	2
N/C(=N\OC(=O)c1ccc(Br)cc1)c1ccccc1	-4	147	33	100	25	91	98	5
COc1cccc(OCC(=O)N2CCCc3ccccc32)c1	-5	144	10	222*	-2	86	99	-4
CC(C(=O)O)n1c2ccccc2c2cnn(C)c(=O)c21 (centres undefined)	x	89	-1	107	x	101	104	x
COC(=O)CN(c1ccccc1)S(=O)(=O)c1cc(Br)ccc1OC	-1	94	0	88	1	94	89	3
NC(=O)C1CCN(C(=O)C2CC(=O)N(c3ccc(F)cc3)C2)CC1 (centres undefined)	2	94	0	104	-1	112	84	-2
CCn1c(CNc2ccc(F)cc2)nnc1SCC(=O)Nc1ccc(OC)cc1OC	6	97	67&0	106	0	95	110	0
CCOC(=O)C1CCCN(C(=O)CCn2nnnc2CN2CCOCC2)C1 (centres undefined)	-7	92	1	94	6	102	89	-2
Cc1sc2ncnc(NCc3cccnc3)c2c1C	-12	97	2	100	61*	103	102	-7
CN(C(=O)/C=C/c1cnc2ccccc2c1)C1CCCCC1	-1	90	-14	103	-4	100	90	-11
CCN(Cc1ccc(NC(C)=O)cc1)CC1CCCN(CCc2cccc(OC)c2)C1 (centres undefined)	2	97	12	111	-2	103	98	3
O=c1[nH]cc(C(F)(F)F)cc1NS(=O)(=O)c1ccccc1[N+](=O)[O-]	3	109	4	112	2	97	113	0
CCOC(=O)C1=C(c2ccccc2)NC(SCC(=O)Nc2cccc(C)c2)=C(C#N)C1c1ccco1 (centres undefined)	7	106	-2	101	-1	99	90	4
Carrying on.
SMILES	procasp7 counter	LAP4 TOR yeast	GASC-1 inh	MEP2 TOR yeast	AHR act	RPL19A TOR yeast	CR mimetic SO	procasp3 activ
O=c1c(Oc2ccccc2Br)c(C(F)(F)F)oc2c(CN3CCCC3)c(O)ccc12	-3	97	11	99	1	99	100	0
Cc1nn(C(=O)c2ccco2)c(C)c1Sc1ccccc1	-2	87	-5	176*	5	x	95	0
CC(=O)c1ccc(NC(=S)N(Cc2ccccc2)C(C)C2CC2)cc1 (centres undefined)	-18	115	-2	104	0	98	84	-7
O=C(NC1CCCc2ccccc21)C1CCN(c2nnc(-n3cccc3)s2)CC1 (centres undefined)	0	101	0	99	0	101	97	5
NS(=O)(=O)c1ccc(CCNC(=O)CNC(=O)c2ccc(F)cc2)cc1	9	99	-2	106	-5	108	88	-2
CCNC(=S)Nc1ccc(Cl)c(C(F)(F)F)c1	10	85	-3	93	-3	99	92	3
Cn1nnnc1N=N/C(=N/Nc1ccccc1)c1ccccc1	-6	150*	-19	95	3	96	78	-5
Cc1ccc(Cn2nc(C)c(NC(=O)c3cc(C)no3)c2C)cc1	2	97	-13	104	2	101	94	5
CCOc1ccccc1NC(=O)N1CCC(c2nc3ccccc3[nH]2)CC1	0	99	-43	95	3	97	85	-3
Cc1ccc(SCC(=O)c2sc(-c3ccccc3)nc2C)cc1	5	103	11	108	2	100	95	1
COc1cc(C(=O)OCn2nnc3ccccc3c2=O)cc(OC)c1OC	1	102	-7	106	0	97	104	1
NS(=O)(=O)c1ccc(CCNC(=O)CCNS(=O)(=O)c2ccccc2C(F)(F)F)cc1	0	96	-1	99	0	99	83	2
Cc1cc(=O)n2c(n1)SCOC2	-4	x	1	104	0	98	110	-3
O=C(Cc1ccc(Cl)c(Cl)c1)Nc1ccc2[nH]c(=O)[nH]c2c1	-5	108	-7	109	5	102	95	4
Cn1c(SCC(=O)NNC(=O)c2ccccc2Br)nnc1C(F)(F)F	-9	115	x	116	-1	97	110	6
COc1ccc(CCNC(=O)c2ccc(Cl)c(S(=O)(=O)N3CCCC3)c2)cc1	0	104	x	99	-1	98	85	2
CCOC(=O)c1sc2nccc(OC)c2c1N=CN(C)C	11	97	0	95	-2	100	104	5
S=c1[nH]nc(-c2ccc(Cl)cc2)n1-c1ccc(Cl)cc1	-14	102	4	98	5	99	99	-19
Cc1cccc(N2CCN(C(=O)Cn3cnc4c3c(=O)n(C)c(=O)n4C)CC2)c1C	5	90	1	97	0	93	86	3
CCCN(CCC)CCCNC(=O)c1cn(CC)c2ccc(S(=O)(=O)N(C)C3CCCCC3)cc2c1=O	-8	101	-5	95	0	94	93	-3
COC(=O)c1cc(C(=O)OC)cc(-n2c(C)cc(C(=O)CC#N)c2C)c1	6	116	x	103	2	102	76	-1
O=C(NC1CCCC1)C(c1ccncc1)N(CCCN1CCOCC1)C(=O)c1ccc(-c2ccccc2)[nH]1 (centres undefined)	1	102	-1	97	3	93	93	2
CCN(C(=O)CN1C(=O)NC(c2ccccc2)(c2ccc(C)c(C)c2)C1=O)C1CCS(=O)(=O)C1 (centres undefined)	-4	94	-4	95	0	100	89	-2
CS(=O)(=O)Nc1ccc(C(=O)NCCSCc2ccccc2)cc1	4	103	4	103	-1	98	81	-3
CCN(CC)S(=O)(=O)c1ccc(N=Nc2cc(C)cc(Br)c2O)cc1	-1	107	1	101	8	102	98	-11

Given in markdown: entries from further up.
| compound | procasp7 counter | LAP4 TOR yeast | GASC-1 inh | MEP2 TOR yeast | AHR act | RPL19A TOR yeast | CR mimetic SO | procasp3 activ |
| --- | --- | --- | --- | --- | --- | --- | --- | --- |
| O=C(NC1CCCc2ccccc21)C1CCN(c2nnc(-n3cccc3)s2)CC1 (centres undefined) | 0 | 101 | 0 | 99 | 0 | 101 | 97 | 5 |
| NS(=O)(=O)c1ccc(CCNC(=O)CNC(=O)c2ccc(F)cc2)cc1 | 9 | 99 | -2 | 106 | -5 | 108 | 88 | -2 |
| CCNC(=S)Nc1ccc(Cl)c(C(F)(F)F)c1 | 10 | 85 | -3 | 93 | -3 | 99 | 92 | 3 |
| Cn1nnnc1N=N/C(=N/Nc1ccccc1)c1ccccc1 | -6 | 150* | -19 | 95 | 3 | 96 | 78 | -5 |
| Cc1ccc(Cn2nc(C)c(NC(=O)c3cc(C)no3)c2C)cc1 | 2 | 97 | -13 | 104 | 2 | 101 | 94 | 5 |

(next part)
SMILES	procasp7 counter	LAP4 TOR yeast	GASC-1 inh	MEP2 TOR yeast	AHR act	RPL19A TOR yeast	CR mimetic SO	procasp3 activ
Cc1ccccc1NC(=O)c1ccc2nc(N3CCOCC3)sc2c1	-2	102	15	104	-5	100	112	10
COc1ccccc1OCCNC(=O)Cc1ccc(Cl)c(Cl)c1	4	108	-6	100	14	102	91	-1
CCOC(=O)c1cc(-c2ccc(C)cc2)n(CC(=O)NCc2ccco2)c1C	-1	111	9	101	1	103	94	3
CCOc1ccccc1NC(=O)Cn1nnc(C(=O)NCCc2ccc(OCC)c(OCC)c2)c1N	3	110	6	115	9	106	84	7
Cc1ccc(NC(Cc2cc(C)no2)c2ccccc2)cc1 (centres undefined)	-2	85	-2	87	23	96	94	-6
O=C(CN1C(=O)CSc2ncccc21)Nc1cccc(Cl)c1	9	107	-3	107	2	104	98	6
C=C(C)Cn1c(COc2ccccc2)nnc1SCC(=O)O	12	95	4	103	1	97	99	-4
COc1ccccc1CCNC(=O)C(=O)NCC1OCCN1S(=O)(=O)c1ccc2c(c1)OCCO2 (centres undefined)	-7	92	6	104	-17	105	102	4
Cc1cccc(-n2[nH]c(C)c(C=Nc3ccc4[nH]c(=O)[nH]c4c3)c2=O)c1	5	89	4	97	8	104	108	-5
Cc1ccc(S(=O)(=O)CC(=O)Nc2ccc(F)c(F)c2F)cc1	0	113	9	105	2	101	93	0
O=C(NCCN1C(=O)S/C(=C\c2ccc(F)cc2)C1=O)C1CCN(S(=O)(=O)c2cccs2)CC1	0	100	3	104	3	98	112	4
O=C(NCc1ccccn1)C1(C(F)(F)F)C/C(=C\CCO)CCCO1 (centres undefined)	-4	97	-10	88	-7	95	105	0
NC(=O)c1ccc(Oc2ncc(C(F)(F)F)cc2Cl)cc1	6	109	2	93	-2	90	91	0
O=C(NC(=S)Nc1ccc2ncccc2c1)c1ccccc1	-16	102	-2	102	19	99	97	-3
O=C(NNc1ncnc2c1cnn2-c1ccccc1)c1cccs1	3	103	0	96	-6	97	112	2
CCC(C)C(NC(=O)c1ccc(Cl)cc1Cl)C(=O)O (centres undefined)	12	86	-6	107	-1	98	89	-5
CN1CCN(S(=O)(=O)c2ccc3c(c2)CC(=O)N3C)CC1	-5	80	-5	106	0	111	101	1
O=C(CSc1nccn1-c1ccccc1)Nc1ccc2c(c1)OCO2	7	100	-13	102	41	101	94	-1
Cc1ccc(C2(C)NC(=O)N(CC(=O)NC(C)c3ccccc3)C2=O)cc1 (centres undefined)	7	101	3	91	-1	94	96	2
C=CCOC(=O)C1=C(C)Nc2ncnn2C1c1cc(Br)ccc1F (centres undefined)	-4	94	0	112	-2	113	97	9
CCCNC(=O)COC(=O)CCC(=O)c1ccc(F)cc1	-1	89	10	98	0	94	81	-5
Brc1c(CSc2nc3ccccc3s2)nc2ncccn12	-4	100	-7	102	10	100	105	1
CCOC(=O)C1CCN(C(=O)COC(=O)c2c(C)c(CC)nc3ccccc23)CC1	18	110	12	101	8	97	104	2
CSc1cc(-c2ccccc2)n(Cc2c(Cl)cccc2Cl)c(=O)c1C#N	4	100	1	108	5	100	114	-3
CCN(CC)C(=O)C(=O)c1cn(CC(=O)NCC2CCCO2)c2ccccc12 (centres undefined)	10	117	3	113	-1	103	98	5
